tim23-1 inh: growth inhibitors of tim23-1 mutant yeast, primary screen, luminescence, uHTS; S. cerevisiae tim23-1 growth, BacTiter-Glo luminescence, 24 h; 330,000 compounds, 1.3% hits; inhibition, % at 20 µM;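 active = growth inhibition of the mutant yeast at or above 50%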;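 also: temperature-sensitive mutant grown at 25 °C; plate controls were DMSO-treated mutant yeast for no effect and medium wells lacking yeast for full effect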
697 NFkB inh: inhibitors of PMA/ionomycin-induced NF-kB reporter, 697 cells, primary screen, B-cell NF-kB inhibitor project, cell-based, luminescence, uHTS. 697 B-cell NF-kB luciferase reporter, 16 h. inhibition, % at 4 µM. 330,000 compounds, 0.33% hits. AID 435022, 2010; in the data active = inhibition above about 35%
XBP1 UPR activ: activators of adaptive XBP1 UPR arm, primary screen, cell-based, CHO-XBP1 luciferase reporter, luminescence, uHTS; IRE1-XBP1 UPR activation; percent of tunicamycin response, DMSO as zero; activation, % at 20 µM; 330,000 compounds, 0.33% hits; AID 463104, 2010;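 active = versus positive control, 20 µM dose yields 30% or more activation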;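 also: 100% = tunicamycin at 10 µg/mL and 0% = DMSO only wells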
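Assay system: IRE1-XBP1 luciferase reporter CHO line. Input: 1000 cells/well. Buffer or medium: F12 with 10% serum. Doses: 20 µM, 1% DMSO. Times: overnight seeding at 37 °C, 6 h compound treatment at 37 °C. Technique: Steady-Glo luciferase glow luminescence, 10 min after reagent addition.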
Jurkat NFkB inh: inhibitors of induced NF-kB luciferase reporter, primary screen, TCR NF-kB activation inhibitor project, cell-based, luminescence, uHTS; 330,000 compounds, 0.53% hits; Jurkat, PMA/ionomycin-induced NF-kB luciferase reporter; AID 435003, 2010; inhibition, % at 4 µM; in the data active = inhibition above about 50%
APJ agonist: agonists of human apelin receptor APJ, primary screen, CHO-K1 cells, PathHunter beta-arrestin, luminescence; P35414; 0% DMSO wells, 100% apelin; activation, % at 20 µM; 330,000 compounds, 0.11% hits; AID 2520, 2010;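 active = activation more than six SD over the plate average, tested at 20 µM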;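 also: 0% = DMSO alone and 100% = apelin-13 at 10 nM; some results filed as inactive read as strong as hits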
Target sequence (P35414 whole entry, looked up): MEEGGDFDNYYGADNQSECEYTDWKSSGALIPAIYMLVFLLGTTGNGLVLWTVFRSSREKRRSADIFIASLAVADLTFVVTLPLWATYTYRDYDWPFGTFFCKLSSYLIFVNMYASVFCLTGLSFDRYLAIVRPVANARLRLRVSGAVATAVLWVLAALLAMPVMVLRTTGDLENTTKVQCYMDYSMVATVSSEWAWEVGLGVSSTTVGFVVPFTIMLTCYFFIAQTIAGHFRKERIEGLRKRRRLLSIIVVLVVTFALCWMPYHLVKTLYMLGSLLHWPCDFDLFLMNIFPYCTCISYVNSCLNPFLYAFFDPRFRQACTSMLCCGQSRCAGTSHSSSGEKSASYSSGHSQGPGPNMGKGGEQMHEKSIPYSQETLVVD
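Material: engineered CHO-K1 APJ arrestin reporter cells; amount: 1000 CHO-K1 reporter cells seeded per well; incubation: compound stimulation 90 min at 25 °C, detection 60 min; signal: luminescent beta-gal fragment complementation, chemiluminescent substrate; read-out basis: APJ agonist activity; controls: DMSO-only wells as negative, 10 nM Apelin-13 as positive control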
CHOP UPR activ: activators of apoptotic CHOP UPR arm, primary screen, cell-based, CHO-CHOP luciferase reporter, luminescence, uHTS. UPR activation; percent of tunicamycin response over DMSO baseline. 330,000 compounds, 0.34% hits. AID 449763, 2010. activation, % at 10 µM;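 active = at 10 µM dose, activation of 40% or more, normalized to positive control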;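 also: 100% = tunicamycin at 10 µg/mL and 0% = DMSO alone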
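Test system: CHO-CHOP cells, stable luciferase reporter of PERK-eIF2a-CHOP signalling | Quantity: 500 CHO-CHOP cells per well | Buffer or medium: F12 plus 10% serum | Compound dosing: 10 µM single point, 0.5% DMSO | Schedule: 6 h compound treatment, 37 °C | Signal: Luciferase luminescence | Control set: Tunicamycin high control, DMSO low control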
APJ antagonist: antagonists of human apelin receptor APJ, primary screen, CHO-K1 cells, beta-arrestin complementation, luminescence; inhibition, % at 20 µM; 330,000 compounds, 0.32% hits; P35414;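 active = inhibition above about 40% at 20 µM, limit read from the data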;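 also: cells challenged with 10 nM apelin-13 agonist together with compound; plate controls were apelin-13 plus DMSO wells for no effect and DMSO wells lacking apelin-13 for full effect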
Mdm2-MdmX inh: inhibitors of human Mdm2-MdmX association, primary screen, cell-based, luminescence, split luciferase, SaOS-2, uHTS | Protein Mdm4 (Homo sapiens) + E3 ubiquitin-protein ligase Mdm2 (Homo sapiens), … | SaOS-2 split-luciferase Mdm2/MdmX complementation | inhibition, % at 8 µM | 330,000 compounds, 3% hits;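 active = inhibition of at least 50% at 8 µM in the primary screen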
An asterisk follows results filed as active; nt = not tested or not shown.

SMILES	tim23-1 inh	697 NFkB inh	XBP1 UPR activ	Jurkat NFkB inh	APJ agonist	CHOP UPR activ	APJ antagonist	Mdm2-MdmX inh
COc1cccc(C(=O)Nc2nc3c(s2)CN(C)CC3)c1	9	-65	1	-75	-1	3.7	3	-28
COc1ccc(CCNC(=O)CSc2nc3[nH]c(=O)cc(O)c3s2)cc1	9	-2	-1	6	2	0.7	-11	-20
CCC(=O)NC(=S)Nc1ccc2oc(-c3ccc(OC)cc3)nc2c1	-15	-120	0	-109	-1	2.4	0	-28
CC(=O)Nc1sc2c(c1-c1nc3ccccc3s1)CN(C(C)C)CC2	43	-5	-2	35	-3	4.4	8	99*
COc1ccc(C(C(=O)NC2CCCC2)N(C(=O)c2ccoc2C)c2ccc(C)cc2)cc1 (centres undefined)	18	4	-4	-9	-3	-0.3	-15	24
CCOC(=O)c1cn(Cc2ccc(Cl)cc2Cl)c2cc(C)nn2c1=O	-4	9	1	1	2	0.0	1	-10
COCCn1c(=O)c2c(nc3n2CCCN3Cc2ccccc2)n(C)c1=O	-1	13	-1	8	-2	-0.7	6	23
CCC(=O)n1nc(-c2ccc(OC)cc2)nc1N	15	9	-4	-9	0	-0.5	17	-31
COc1cccc(C(=O)N(c2ccccc2)C2C=CS(=O)(=O)C2)c1 (centres undefined)	-15	7	-2	2	-3	-1.3	5	17
CCn1c(SCC(=O)NCc2ccc3c(c2)OCO3)nnc1-c1ccco1	9	1	-1	7	-1	1.4	9	1
CC(=O)Nc1ccc(/C=C(\C#N)S(=O)(=O)c2ccc(C)cc2)cc1	-3	5	-2	4	3	1.3	1	10
COc1ccccc1CNCC(=O)Nc1cc(S(=O)(=O)N2CCCCCC2)ccc1Cl	45	11	-1	-1	-6	6.7	3	-11
CC(C)NC(=S)NC(=O)c1ccc(Cl)cc1Cl	42	-7	2	-2	-4	1.2	-5	-5
O=C(CSc1nnc(Cc2cccs2)n1-c1ccccc1)NCc1ccc2c(c1)OCO2	13	2	-2	-1	-2	-0.5	-3	3
COc1ccc(Cl)cc1-c1nc(-c2ccncc2)no1	5	-14	2	-10	-2	1.6	7	-15
CSCC[C@H](NC(=O)N1CCn2c1nc1ccccc12)C(=O)N[C@@H](C(=O)O)c1ccccc1	-8	20	-1	1	-4	-0.6	1	12
COc1ccc(NC(=O)CSCC(=O)Nc2ccc(S(=O)(=O)N3CCCC3)cc2)cc1	3	2	2	0	-1	0.9	-9	6
COc1ccc(/C=C(\NC(=O)c2ccc(OC)c(OC)c2)C(=O)N2CCN(C)CC2)cc1	-6	18	2	21	-3	0.8	-4	2
O=C(N/N=C/c1ccc([N+](=O)[O-])o1)c1sc2ccccc2c1Cl	47	-1	-1	4	-5	-0.6	-21	22
COC(=O)c1cccc(NC(=O)c2cnoc2C)c1	10	17	-1	2	-2	-1.7	19	-9
CCN(CC)Cc1c(O)ccc2c(=O)c(-c3ccccc3OC)coc12	-1	10	-2	10	-2	0.6	-16	12
Cc1ccc(NC(=O)c2ccccc2N(C)S(C)(=O)=O)cc1C	10	9	1	-7	-1	-1.9	-2	-7
COCn1c(-c2ccc(OC)cc2)nc2ccccc21	-9	-140	0	-80	-3	4.8	1	-83
Cc1cnc(NC(=O)C2C(=O)c3ccccc3S(=O)(=O)N2C)s1 (centres undefined)	-7	0	-1	-10	-1	-1.2	-2	15
N#CC(c1ccccn1)(c1ncc(C(F)(F)F)cc1Cl)N1CCOCC1 (centres undefined)	20	19	-3	-13	-4	0.0	-3	-21
Cc1ccc(-n2nc3ccc(NC(=O)c4cccc([N+](=O)[O-])c4C)cc3n2)cc1	3	-51	2	23	0	2.3	-10	16
COc1ccc(NC2c3ncccc3C(=O)N2Cc2cccs2)cc1 (centres undefined)	7	-2	0	-9	-4	-1.0	-4	-30
CCOc1ccccc1NC(=O)Cn1c(=O)oc2cc(Cl)ccc21	27	5	2	-15	-1	-1.5	-12	-2
COc1ccccc1C(=O)Nc1nnc(-c2ccccc2)s1	32	-81	3	-53	-1	4.5	18	-36
O=C(NCc1cccnc1)C1c2ccccc2C(=O)N1C1CCCCCC1 (centres undefined)	17	24	1	4	0	1.9	6	8
CC1(C)C2CCC1(CS(=O)(=O)N1CCCc3ccccc31)C(=O)C2 (centres undefined)	35	6	-5	-4	-5	0.2	-5	17
C[C@]12c3[nH]c4cc(-c5ccco5)ccc4c3CCN1C(=O)[C@@H](CC(=O)NCC13CC4CC(CC(C4)C1)C3)C[C@@H]2C(=O)N1CCOCC1	37	18	14	nt	nt	11	nt	85*
Cc1cccc(NC(=O)Nc2cc(C)cc(C)n2)c1	7	-84	0	-72	-3	3.8	12	-41
CCCCOP(=O)(c1ccc(N(C)C)cc1)C(O)c1ccccc1F (centres undefined)	24	-28	-3	-11	-3	-1.3	-5	-21
COCCOC(=O)c1[nH]c2c(c1C)C(=O)CC(c1cc(OC)ccc1OC)C2 (centres undefined)	7	17	-1	38	-4	0.8	5	48
O=C(c1cn(-c2ccccc2)nc1-c1ccncc1)N1CCCCC1	18	-1	-2	-9	-3	1.5	-8	-32
CC(C)[C@@H](N)C(=O)N/N=C/c1ccc2ncccc2c1	-9	2	-3	-5	-2	-0.3	7	14
O=C(NCc1ccccn1)c1cc(S(=O)(=O)N2CCN(c3ccccc3)CC2)ccc1Cl	15	0	-4	10	-2	0.1	-17	15
CCCCc1nnc(SCC(=O)NC2CCCCC2)n1C	-6	-6	-4	2	10	0.1	12	2
NS(=O)(=O)c1ccc(CCNC(=O)CCCn2c(SCC(=O)N3CCCC3)nc3ccsc3c2=O)cc1	20	-10	-2	-3	-1	-0.6	9	22

Grouped by structure: the entries above with an aryl thioether with sulfur outside any ring
SMILES	tim23-1 inh	697 NFkB inh	XBP1 UPR activ	Jurkat NFkB inh	APJ agonist	CHOP UPR activ	APJ antagonist	Mdm2-MdmX inh
COc1ccc(CCNC(=O)CSc2nc3[nH]c(=O)cc(O)c3s2)cc1	9	-2	-1	6	2	0.7	-11	-20
CCn1c(SCC(=O)NCc2ccc3c(c2)OCO3)nnc1-c1ccco1	9	1	-1	7	-1	1.4	9	1
O=C(CSc1nnc(Cc2cccs2)n1-c1ccccc1)NCc1ccc2c(c1)OCO2	13	2	-2	-1	-2	-0.5	-3	3
CCCCc1nnc(SCC(=O)NC2CCCCC2)n1C	-6	-6	-4	2	10	0.1	12	2
NS(=O)(=O)c1ccc(CCNC(=O)CCCn2c(SCC(=O)N3CCCC3)nc3ccsc3c2=O)cc1	20	-10	-2	-3	-1	-0.6	9	22

Later entries:
SMILES	tim23-1 inh	697 NFkB inh	XBP1 UPR activ	Jurkat NFkB inh	APJ agonist	CHOP UPR activ	APJ antagonist	Mdm2-MdmX inh
COc1cccc(NC(=S)N(CCN(C)C)C(C)c2ccncc2)c1 (centres undefined)	0	13	-3	4	-2	1.2	-3	1
Cc1ccc(-n2cc(CNC(C)c3cnn(C)c3C)c(-c3ccc(F)cc3)n2)cc1 (centres undefined)	3	5	-1	8	-2	5.7	9	42
Cc1cc(/C=C2\C(=N)N3N=C(CC(=O)N4CCOCC4)SC3=NC2=O)c(C)n1Cc1ccccc1	13	18	-1	4	-1	2.2	27	7
O=C(COc1ccccc1Cl)NCc1nc(-c2ccccc2)no1	17	4	-3	18	0	2.3	12	24
C[C@H](NC(=O)c1nc[nH]c1C(=O)NCCCCCN)C(=O)OCc1ccccc1	13	2	2	-8	4	2.5	9	-8
COc1ccc(NC(=O)c2cnc(SC)nc2C)c(OC)c1	19	1	0	-16	-4	0.3	11	-31
O=C(O)c1ccc(-c2ccccc2C(F)(F)F)o1	0	-17	-2	8	-5	-1.0	18	-7
NC(=O)CSc1nnc(-c2cc(-c3ccc(Cl)cc3)nc3ccccc23)o1	10	2	23	1	1	13	-4	30
CCc1nc2ccccc2n1Cc1ccc(OC)c(OC)c1	4	-31	3	-10	-1	-0.8	9	-31
CCSc1nnc(CNc2ccc(F)cc2)n1CC1CCCO1 (centres undefined)	4	-7	-4	0	3	-1.0	-2	6
O=C(CNC(c1ccccc1)c1ccccc1)Nc1ccccc1Br	33	-31	-5	-2	-3	-1.9	-13	20
O=C1C2C3C=CC(C4CC34)C2C(=O)N1c1nccs1 (centres undefined)	3	10	0	4	-4	1.6	18	-2
CC(C)c1ccc(-c2c(C#N)c(N)nc3c2CCCCC3)cc1	-1	5	-2	15	-3	-1.2	8	40
CCN1CCN(C(=S)Nc2cccc(Cl)c2)CC1	6	-5	1	0	-2	-1.5	5	12
Cc1cc2c(cc1C)CSC(c1ccccc1O)SC2	39	7	7	0	-2	1.7	14	12
CCCCNc1c(-c2ccc(OC)c(SC(C)CC)c2)nc2ccc(C)cn12 (centres undefined)	54*	5	-10	9	26*	-6.4	-28	89*
Cc1cccc(NC(=S)NNC(=O)CCn2nc(C)c([N+](=O)[O-])c2C)c1	6	-11	1	11	-5	-1.0	20	-3
O=C1CCC(C(=O)N2CCN(c3cnccn3)CC2)CN1CCc1ccc(Cl)cc1 (centres undefined)	11	11	-2	21	-3	0.1	9	19
O=C(C[n+]1cc(-c2ccc(Cl)cc2)n2c1CCCCC2)c1ccccc1	-3	-21	2	-7	-2	2.8	2	-10
CN(C)CCNc1ncnc2c1sc1nc(N3CCCC3)c3c(c12)CC(C)(C)OC3	3	-10	6	-5	3	1.1	15	34
COc1ccc(N2CCN(c3ncnc4nc[nH]c34)CC2)cc1	11	-33	0	-3	1	-1.7	-24	4
O=C(Nc1sc2c(c1C(=O)N1CCOCC1)CCCCC2)c1cccnc1	23	7	-1	-20	0	-1.0	6	15
Cc1cc(C)c(C(=O)CSc2nnc(N)s2)c(C)c1	12	10	-2	15	-2	-0.3	2	9
CCOc1cccc2sc(N(CCN(C)C)C(=O)c3ccc(Br)s3)nc12	14	-8	0	5	-6	-0.1	-2	8
CC(=O)Nc1ccc(NC(=O)CSc2nnc(C)n2-c2ccccc2)cc1	-6	-2	-7	4	2	-0.2	12	24
Cc1ccc(-n2c(C)cc3c2CC(C)(C)CC3=O)cc1C	42	9	1	14	-1	-0.5	22	15
O=C(CSc1ccc2nnc(-c3ccncc3)n2n1)NCc1ccco1	-6	0	-4	10	-3	-1.0	-19	30
N#Cc1ccc(-c2ccc(OCC3CNC(=O)O3)cc2)cc1 (centres undefined)	18	-42	0	-16	1	5.0	10	14
COC(=O)CSc1nc(SCc2ccc(C)cc2)nc2c1CCCC2	-10	-1	3	-4	-3	0.8	18	0
COc1cccc(NC(=O)CN(C)C(=O)c2c(-c3ccccc3)noc2C)c1	5	-19	-3	-14	3	1.0	6	20
Cc1nn(Cc2c(Cl)cccc2Cl)c(C)c1NC(=O)c1cnn2c(C(F)F)cc(-c3ccccc3)nc12	-3	-31	11	8	-5	16	-10	35
COc1ccc(/C=N/NC(=O)c2cccc(NC(=O)c3ccc(Cl)cc3)c2)c(OC)c1	-27	-19	2	-6	0	0.2	-27	16

Assay outcomes as filed in PubChem.
